Source: PubChem (Fisher Drug Discovery Resource Center)
mcGAS lum: cyclic GMP-AMP synthase inhibitors, mouse, primary biochemical chemiluminescence; AID 1259399, 2018; inhibition, % at 12.5 µM; actives 0.15% (n = 160,000); Q8C6L5; recombinant cGAS, Kinase-Glo ATP depletion luminescence;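 further: 0% = negative control wells and 100% = reference inhibitor with no enzyme activity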
hcGAS lum: Primary biochemical luminescence assay for human cyclic GMP-AMP synthase inhibitors; Q8N884; recombinant h-cGAS, ATP depletion, Kinase-Glo luminescence; inhibition, % at 12.5 µM; actives 0.081% (n = 290,000); AID 1259398, 2018;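 further: 0% = vehicle reaction and 100% = reaction without DNA for no activity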
Target sequence (Q8N884 whole entry, looked up): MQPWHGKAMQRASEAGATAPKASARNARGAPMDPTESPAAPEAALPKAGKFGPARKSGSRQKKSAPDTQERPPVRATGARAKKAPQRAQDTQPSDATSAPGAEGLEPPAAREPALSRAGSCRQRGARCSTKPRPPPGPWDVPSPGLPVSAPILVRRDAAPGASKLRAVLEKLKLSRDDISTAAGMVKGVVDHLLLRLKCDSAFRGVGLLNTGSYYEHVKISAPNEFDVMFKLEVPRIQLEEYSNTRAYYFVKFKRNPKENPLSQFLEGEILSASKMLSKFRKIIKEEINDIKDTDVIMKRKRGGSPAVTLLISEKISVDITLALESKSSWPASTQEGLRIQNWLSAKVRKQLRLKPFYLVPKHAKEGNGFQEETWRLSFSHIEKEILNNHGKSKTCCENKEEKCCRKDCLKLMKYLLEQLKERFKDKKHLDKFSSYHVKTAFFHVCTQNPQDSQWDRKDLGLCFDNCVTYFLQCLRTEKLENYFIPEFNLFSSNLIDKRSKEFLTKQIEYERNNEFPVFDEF
NPYLR7 ag: agonists of mosquito NPYLR7 receptor, primary screen, cell-based, Aedes aegypti, calcium fluorescence, mosquito biting behavior; Aedes aegypti neuropeptide Y-like receptor 7 (NPYLR7); HEK293T NPYLR7/Galpha15, GCaMP6s calcium fluorescence; activation, % at 10 µM; actives 0.15% (n = 270,000); in the data active means activation above about 40%;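 further: 0% = vehicle and 100% = reference agonist at the receptor; some compounds past the cut are filed as inactive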
* marks the source's active call; other numbers are inactive results; nt = not tested or not shown; & = joins results of further samples. Unless noted, no stated cut-off is given here; in the data, active means inhibition above about 40%; inactive means the rest.

molecule	mcGAS lum	hcGAS lum	NPYLR7 ag
O=C(NCc1ccc(F)cc1)c1ccc(CSc2nnc(-c3cccs3)n2-c2ccc(F)cc2)cc1	-6	-10	19
CCC(N)c1nc(C)c(C)s1 (stereo unspecified)	-8	-4	5
CN(CC1Cc2ccccc2O1)C(=O)CCn1nnnc1CN1CCOCC1 (stereo unspecified)	-6	-7&-1	5&-1
CCCNC(=O)Nc1ccc(-c2c(-c3ccc(OC)cc3OC)nn(-c3cc(C)ccc3C)c2OC(C)=O)cc1	-5	1	-1
CS(=O)(=O)Nc1cc2c3c(c1)CC(=O)N3CCC2	-8	0	0
CCS(=O)(=O)c1ccc(-c2ccc(NS(=O)(=O)c3cccs3)cc2)nn1	-6	-6	3
CCCNC(=O)Cn1nc2c(c1NC(=O)Cc1ccc(OC)c(OC)c1)CSC2	0	0	2
COc1ccc(-c2cc(NC(=O)CCc3ccccc3)n(-c3cc(Cl)ccc3Cl)n2)cc1	3	3	0
Cc1ncc(C(=O)N2CCNC(C(=O)O)C2)c(-c2ccccc2)n1 (stereo unspecified)	-9	-1	nt
CC1CCN(c2ncnc3c2cnn3Cc2ccccc2Cl)CC1	-5	-7	6

Whole records, quoted from the list. Values in the order: mcGAS lum	hcGAS lum	NPYLR7 ag
Results for `CCCNC(=O)Nc1ccc(-c2c(-c3ccc(OC)cc3OC)nn(-c3cc(C)ccc3C)c2OC(C)=O)cc1` → -5	1	-1
Results for `CCS(=O)(=O)c1ccc(-c2ccc(NS(=O)(=O)c3cccs3)cc2)nn1` → -6	-6	3
Results for `CN(CC1Cc2ccccc2O1)C(=O)CCn1nnnc1CN1CCOCC1` (stereo unspecified) → -6	-7&-1	5&-1

Remaining list, next part.
molecule	mcGAS lum	hcGAS lum	NPYLR7 ag
CCCc1c(C)nn(-c2ccc(C(=O)NCc3ccc4c(c3)OCO4)cc2)c1C	-3	-5	-2
CC1CC/C(=C/C(=O)N2CCN(C(C)C)CC2)C1 (stereo unspecified)	nt	-13	-1
COc1ccc(-c2cc(C(F)(F)F)n3ncc(C(=O)Nc4sc5c(c4C(=O)OC(C)C)CCCC5)c3n2)cc1	-4	-3	5
CC1CC(c2cccc(F)c2)N(C(=O)NC(C)c2nncn2C)C1 (stereo unspecified)	nt	2	-28
CC1CN(C(C)(C)CNC(=O)c2ccc(=O)[nH]n2)CC(C)O1 (stereo unspecified)	nt	-2	1
COc1ccc(S(=O)(=O)N(CC(=O)Nc2cc(-c3ccccc3)nn2-c2ccccc2Cl)CC(C)C)cc1	-5	-1	-3
COc1cccc(NC(=O)Nc2ccc(N3CCCCC3)c(C(=O)NCCc3ccccc3)c2)c1	-5	-9	17
CCn1c(C2CCNCC2)nn(Cc2ccccc2-n2cccn2)c1=O	-9	0	0
COCCN1C(=O)NC(Cc2ccc(F)cc2)(C2CCN(C(=O)C3Cc4ccccc4O3)CC2)C1=O (stereo unspecified)	-13	-8	3
C=CCCN1CC=C(CCNC(=O)C2CCCCC2)CC1	-12	-8	-4
CC(=O)N1CCC(CCNC(=O)Nc2cc(F)ccc2Cl)CC1	nt	2	-5
Cc1ccc(-n2ncc3c(C(C)C)nn(CC(=O)N4CCc5ccccc54)c(=O)c32)cc1C	nt	-5	6
COc1ccccc1N1CCN(CCN2C(=O)c3ccccc3C(C)(C)C2=O)CC1	nt	-8	4
Cc1[nH]c(=O)[nH]c(=O)c1-c1cccc(C(C)N(C)C)c1 (stereo unspecified)	-11	-9	nt
CCCN(CCc1c[nH]c2ccc(NC(=O)CC(=O)OCC)cc12)CC1CC1	-6	-6	2
CC1(C)Cc2cccc(OCCCS(=O)(=O)N3CCC(C(N)=O)CC3)c2O1	-1	1	-2
O=C1c2ccccc2C(=O)N1CN(CCc1ccc(Cl)cc1)CN1C(=O)c2ccccc2C1=O	-6	-6	-3
CCS(=O)(=O)c1ccccc1C(=O)N(Cc1cccnc1)c1nc2cc(C)c(C)cc2s1	-4	-6	-2
COc1ccc(-c2cc(C3CC3)c(C#N)c(N)c2C#N)cc1	nt	3	7
O=C(Nc1cccc(C2SCC(=O)N2c2ccc(F)cc2)c1)c1ccc([N+](=O)[O-])cc1Cl (stereo unspecified)	-5	-7	0
CC(=O)c1cnc(NC(=O)CCc2ccc(Cl)s2)s1	-15	-5	3
CCC(C)N(Cc1ccncc1)Cc1ccc(CO)o1 (stereo unspecified)	-7	-6	5
CCN(CC)c1ccc(C2C(C#N)=C(C)NC3=C2C(=O)CC(c2ccc(OC)cc2)C3)cc1 (stereo unspecified)	-7	-9	-1
Cc1ccc(OC2(C(=O)NCCN3C(=O)CCC3=O)CCNCC2)cc1	-12	-6	20
COc1cccc(NC(=O)N2CCC3(CC2)C(=O)N(CC(=O)Nc2cccc(Cl)c2)CN3c2ccccc2)c1	-4	-7	4
Cc1cc(C)n(-c2ccc(Sc3ccc(Cl)cc3)nn2)n1	nt	9	-1
CCc1c(C)nc(-n2nc(C)cc2NC(=O)c2ccc(S(=O)(=O)N(C)C)cc2)[nH]c1=O	-8	-7	11
C=c1ccccc1=C1N=C(c2cn(CC(=O)Nc3ccc(C)c(F)c3)cn2)NO1	nt	-2	0
CC(C)c1nnsc1CNC(=O)c1cc(-c2cccs2)nn1C	-15	-1	9
CCOc1ccc(NC(=O)c2c(NC(=O)c3ccccc3Cl)sc3c2CCCC3)cc1	-8	-5	1
CC(C)(C(=O)N1CCC1(C)C(=O)NS(=O)(=O)c1ccccc1C(F)(F)F)c1ccccc1 (stereo unspecified)	-6	-3	-5
CC1(C(=O)NS(=O)(=O)c2ccccc2)CCN1C(=O)CCC1CCCC1 (stereo unspecified)	nt	-3	6
CCCNC(=O)NCc1cc(C)cc2c(C)c(CC)[nH]c12	nt	-5	1
CC(C)NC(=O)Cn1c(CO)cnc1SCc1ccccc1	nt	1	6
Cc1cc(C)nc(NNC(=O)c2cc(F)cc(F)c2)n1	nt	-1	5
COc1cc(C(=O)Nc2ccc(-c3cnco3)cc2)ccc1C	nt	-7	7
COCCNC(=O)C(NC(=O)c1ccccc1)C1CCN(C(=O)c2cccc(C(F)(F)F)c2)CC1 (stereo unspecified)	-4	-7	4
CCc1c(C)nc(-n2nc(C)cc2C)n(CC(=O)Nc2ccc(NC(C)=O)cc2)c1=O	-5	-3	2
O=C(Nc1cccc2nsnc12)Nc1cccc2[nH]c(COCCO)nc12	-2	1	-2
O=C(NCCNc1nc(-c2ccccc2Cl)nc2cc(Cl)ccc12)c1ccc(C(F)(F)F)cc1	-5	-6	7
N#Cc1ccc(C=C2N=C(c3ccc(Cl)cc3)OC2=O)cc1	nt	-1	3
COC(=O)Cn1cnc2c(nnn2Cc2ccc(C)cc2)c1=O	nt	2	5
CCCn1ncc(CN2CCCC(C(=O)c3ccc(OC)cc3OC)C2)c1C (stereo unspecified)	nt	-1	8
O=C1CCCN1C1CCN(Cc2c[nH]c(=O)[nH]c2=O)CC1	nt	-7	14
Cc1nc2c(c(=O)[nH]1)CCN(C(=O)c1c(-c3ccccc3Cl)noc1C)C2	-16	-3	1
CC(C)C1CCC(C(=O)N[C@@H](Cc2ccccc2)C(=O)O)CC1 (stereo partly specified)	nt	-2	-16
C=CCN(CC1CC(c2ccc(F)cc2)=NO1)C(=O)C1CCC1 (stereo unspecified)	-4	-4	10
O=c1cnnc(Nc2ccc3c(c2)OCCO3)[nH]1	nt	5	0
COc1cccc(C(=O)N2CCSC23C(=O)N(C(C)C)c2ccccc23)c1 (stereo unspecified)	-6	-3	16
O=C(NCCC1COc2ccccc2O1)c1ccc(-c2cccc(F)c2)nc1 (stereo unspecified)	nt	-10	-2

(further entries)
molecule	mcGAS lum	hcGAS lum	NPYLR7 ag
CCC(C)C(C)=NNc1nc2ccccc2[nH]1 (stereo unspecified)	nt	-3	-7
Cc1cc(C)n(CCCN(C)C(=O)c2cnc(C)nc2C)n1	1	0	-2
CN(C)CCN(Cc1cccc(O)c1)C(=O)CCc1cc(Br)cs1	nt	-7	-3
CCOc1ccc2nc(N(CCN3CCOCC3)C(=O)c3ccnn3C)sc2c1	-11	-4	nt
CCC1CN(CC=C(C)C)CCC(=O)N1Cc1ccccc1 (stereo unspecified)	-10	-7	-1
N#CC(c1ccccn1)c1ccnc(N2CCCC3CCCCC32)n1 (stereo unspecified)	3	2	1
COC(=O)CC1(NC(=O)c2cc(N3CCNC3=O)ccc2F)CCC1	nt	-11	-1
COC(=O)c1nnn(-c2ccc(OC)cc2OC)c1C(=O)OC	-8	-11	6
CCOC(=O)c1c(C)c(C(=O)CN(Cc2ccco2)C(=O)c2cc(C(F)(F)F)cc(C(F)(F)F)c2)c(C)n1CC	-4	-5	-12
C#CCNC(=O)C(C)SC(C)c1ccc(F)cc1 (stereo unspecified)	-17	-7	1
CSc1ccc(C(=O)NCCc2cccc(CN(C)C)c2)o1	nt	-16	7
CCOc1ccccc1-c1nc(CN2CCN(c3cccc(OC)c3)C(=O)C2)c(C)o1	nt	-8	3
CCn1c(C2CCN(C(=O)CCc3cc(Cl)no3)CC2)nn(C)c1=O	nt	-5	1
Cc1cc(C)n(Cc2cc(C(=O)N3CCSCC3)n[nH]2)n1	nt	-8	1
COc1cnc(N2CCOC(c3ccc(Cl)c(Cl)c3)C2)nc1 (stereo unspecified)	-15	-5	4
CSCC[C@@H](CO)NC(=O)c1cn(-c2ccccc2)nn1	nt	-1	15
CCN(CC)c1onc(-c2ccccc2)c1CN(CCOC)C(=O)CC(C)C	-7	-10	3
CCN(CC)C(=O)CCN1C(=O)C(=Cc2ccc(OC)cc2)SC1=S	-8	-6	-6
CCC(=O)N(CCCOC)Cc1csc(COc2ccc(C)cc2)n1	3	2	-9
CCCCCc1nc2ccc(C)cn2c1NCc1ccccc1	-6	-6	-6
CC12CC(NC(=S)N1c1ccc(F)cc1F)c1ccccc1O2 (stereo unspecified)	-6	-5	5
CCOc1ccc(NC(=O)CSc2nccn(-c3ccc(OCC)cc3)c2=O)cc1	-7	-3	0
CCc1nn(-c2ccc(F)cc2)c(N2CCN(C(C)C)CC2)c1CN(CC(C)C)C(=O)C1CCCCC1	-5	-1	6
N=c1c2ccccc2ncn1NC(=O)c1ccncc1	nt	-4	0
COc1cccc(-c2cc(C(F)(F)F)ccn2)c1OC	-9	-4	2
CC(C)Cn1c(=O)c(C#N)cc2c(=O)n3ccccc3nc21	-4	-7	7
O=C1Nc2ccccc2SC1=CC(=O)N1CCCC2CCCCC21 (stereo unspecified)	3	4	nt
Cc1cc(C2CCC2)nc(N2C[C@@H]3CC[C@H](C2)N(CC(=O)N(C)C)C3=O)n1	0	0	nt
COCCN1CCCC(O)(CN2CCN(c3cnccn3)CC2)C1=O (stereo unspecified)	nt	-10	1
O=C(c1cc(COc2cccc3cnccc23)on1)N1CCCC1c1ccccn1 (stereo unspecified)	nt	-2	3
Cc1ccsc1-c1cnc(OC(C)(C)C)nc1OC(C)(C)C	nt	6	-1
Cc1ccc(/C=N\Nc2nc(=O)[nH]c(C)c2C(=O)Nc2ccc(Cl)cc2)cc1	nt	-2	1
CCn1cnnc1CNC(=O)NCC1CCCN(Cc2ccccc2)C1 (stereo unspecified)	nt	-9	-1
NC1CCC(n2cc(C(=O)N3CCCC(Nc4ccc(F)cc4)C3)nn2)CC1 (stereo unspecified)	nt	-3	9
COc1ccc(-c2csc(=Nc3cccc(OC)c3)n2CC2CCCO2)cc1 (stereo unspecified)	-5	-8	-4
CCN(CC)C(=O)Cn1cc(C(=O)N2CCC(C(C)N3CCOCC3)CC2)nn1 (stereo unspecified)	-10	-8	3
Cc1cccc(C(C(=O)N(C)CCc2noc(C3CC3)n2)N(C)C)c1 (stereo unspecified)	-10	-7	6
CC(C)C(=O)Nc1cccnc1-c1ccc(Cl)s1	nt	-7	5
CCSc1nnc(NC(=O)CSc2nc3c([nH]c4ccccc43)c(=O)n2C)s1	-2	3	3
O=C(O)[C@H]1C[C@@H](O)CCN1Cc1cnn(-c2ccccc2)c1	nt	3	15
O=C(NCc1ccccn1)c1csc(COc2cccc(F)c2)n1	-8	-5	3
Cc1cc(=O)n2c(-c3ccccc3C)n[nH]c2n1	1	1	-8
COC(=O)CN1C(=O)C(C)ON=C1c1cnccn1 (stereo unspecified)	nt	4	-6
CC(C)CC1(CO)CCCN(C(=O)c2cccc(C#CC(C)(C)O)c2)C1 (stereo unspecified)	-10	0	1
COCCNC(=O)C(NC(=O)CC(C)C)C1CCN(C(=O)c2cccc(Br)c2)CC1 (stereo unspecified)	1	0	-3
COCC(O)CN1CCC(=O)N(CC=C(C)C)Cc2ccccc21 (stereo unspecified)	-6	-1	1
Cc1ccn(-c2ccccc2NC(=O)C2=NN(C(C)C)C(=O)CC2)n1	nt	-7	2
CCOC(=O)c1cc(-c2ccc(N3CCN(C(=O)C(C)Oc4ccccc4)CC3)cc2)n(-c2ccc(F)cc2)n1 (stereo unspecified)	-2	0	8
COCCNC(=O)Cn1nc2c(c1N)CSC2	nt	-2	-3
CN(C)CC1(O)CCCN(C(=O)c2ccc(N3CCCC3=O)cc2)C1 (stereo unspecified)	-15	-7	-3
